Bioassay records (PubChem BioAssay)
NCOA2 inhibitor: human SRC2 (NCOA2) inhibition. Q15596. inhibition, % at 9 µM. HEK293 GAL4-SRC2 luciferase reporter, luminescence. 370,000 compounds, 0.17% hits;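 active means inhibition above the mean inhibition of all tested compounds plus 3 SD, set per campaign, cut at about 52% in these data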;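 further: 0% = DMSO treated cells and 100% = cells given Gossypol at 36 µM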
Target sequence (Q15596 whole entry, looked up, the tested form may be a part): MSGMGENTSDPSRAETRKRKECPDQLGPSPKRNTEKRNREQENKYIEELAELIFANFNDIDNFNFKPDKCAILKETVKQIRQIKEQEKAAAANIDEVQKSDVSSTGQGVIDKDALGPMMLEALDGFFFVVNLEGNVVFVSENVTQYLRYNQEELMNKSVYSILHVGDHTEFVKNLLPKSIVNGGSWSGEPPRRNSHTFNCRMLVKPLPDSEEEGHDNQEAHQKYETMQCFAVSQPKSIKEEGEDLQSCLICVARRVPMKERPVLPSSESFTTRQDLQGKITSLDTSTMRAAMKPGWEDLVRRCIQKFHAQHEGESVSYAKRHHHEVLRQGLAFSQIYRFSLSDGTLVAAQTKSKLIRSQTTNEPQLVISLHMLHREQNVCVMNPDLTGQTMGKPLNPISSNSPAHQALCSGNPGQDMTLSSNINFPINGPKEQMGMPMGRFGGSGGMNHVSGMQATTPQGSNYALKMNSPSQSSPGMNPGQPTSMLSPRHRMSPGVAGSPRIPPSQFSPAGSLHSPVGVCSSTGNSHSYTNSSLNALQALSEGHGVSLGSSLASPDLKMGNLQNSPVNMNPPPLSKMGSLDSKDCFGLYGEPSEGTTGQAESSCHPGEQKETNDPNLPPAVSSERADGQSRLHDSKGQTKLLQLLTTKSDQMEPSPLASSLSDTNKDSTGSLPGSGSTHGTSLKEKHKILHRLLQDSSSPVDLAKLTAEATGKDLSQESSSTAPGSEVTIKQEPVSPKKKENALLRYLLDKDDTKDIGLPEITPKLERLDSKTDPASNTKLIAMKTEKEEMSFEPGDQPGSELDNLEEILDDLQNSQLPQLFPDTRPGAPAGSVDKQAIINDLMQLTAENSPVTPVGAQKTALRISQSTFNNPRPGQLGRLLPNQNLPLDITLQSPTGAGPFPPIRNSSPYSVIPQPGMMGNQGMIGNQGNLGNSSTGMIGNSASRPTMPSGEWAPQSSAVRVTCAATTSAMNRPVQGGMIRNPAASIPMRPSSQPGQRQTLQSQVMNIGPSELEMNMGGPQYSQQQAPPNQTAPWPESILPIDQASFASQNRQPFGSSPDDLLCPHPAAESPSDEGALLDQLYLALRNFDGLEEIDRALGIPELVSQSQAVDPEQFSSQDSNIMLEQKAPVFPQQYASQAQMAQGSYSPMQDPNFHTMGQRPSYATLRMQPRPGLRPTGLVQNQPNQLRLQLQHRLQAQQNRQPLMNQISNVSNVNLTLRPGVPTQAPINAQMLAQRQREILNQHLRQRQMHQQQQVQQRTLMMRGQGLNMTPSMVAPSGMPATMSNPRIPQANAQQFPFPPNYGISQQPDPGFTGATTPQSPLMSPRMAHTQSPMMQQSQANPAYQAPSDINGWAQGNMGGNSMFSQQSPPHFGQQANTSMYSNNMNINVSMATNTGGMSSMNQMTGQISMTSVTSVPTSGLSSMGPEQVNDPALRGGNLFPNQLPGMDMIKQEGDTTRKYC
CF NFkB inh: cystic fibrosis NF-kB activation inhibition; KKLEB NF-kB-GFP reporter, PAF-induced, GFP fluorescence overnight; inhibition, % at 5 µM; 360,000 compounds, 0.86% hits;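 active means at least 50% inhibition at 5 µM, scaled per plate between neutral and stimulator controls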;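 further: PAF is a Pseudomonas aeruginosa culture filtrate used as stimulus; plate controls were PAF-stimulated DMSO wells for no effect and unstimulated DMSO wells for full effect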
KKLEB cytotox: counter-screen for CF NF-kB inhibitors: cytotoxicity; activity change (cytotoxicity), % at 5 µM; 360,000 compounds, 0.36% hits; KKLEB CF airway cells viability, ATPlite luminescence, overnight; hits give low values; cells stimulated with P. aeruginosa culture filtrate;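 active means corrected activity change at or below -50% at 5 µM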
SRC3 inh: inhibits human SRC3 coactivator | Q9Y6Q9 | HEK293 GAL4-SRC3 luciferase reporter, luminescence | inhibition, % at 3.6 µM | 360,000 compounds, 0.17% hits;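 active means inhibition above a per-campaign cutoff, the mean of all compounds plus 3 SD, cut at about 60% in these data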;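 further: 0% = DMSO-treated cells and 100% = gossypol-treated cells at 36 µM; higher means less SRC3-driven luciferase light from the GAL4 reporter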
NR5A2 inv ag: NR5A2 inverse agonism in reporter assay; AID 602396; HEK293T StAR-luciferase reporter, LRH-1 transfected, 24 h; 360,000 compounds, 0.13% hits; inhibition, % at 3.6 µM; O00482;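 active means inhibition above the mean inhibition of all tested compounds plus 3 SD, cut at about 73% in these data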;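 further: 0% = DMSO wells and 100% = reporter-only cells lacking LRH-1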
LMP1 NFkB inh: reduces LMP1-driven NF-kappaB luciferase signal. LMP1-induced NF-kappaB luciferase reporter cells, luminescence. inhibition, % at 12.5 µM. 350,000 compounds, 0.69% hits; in the data active means inhibition above about 41%;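 further: 0% = neutral control wells and 100% = reference inhibitor control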
C8 TRAIL sens: sensitizes caspase-8 expressing cells to TRAIL; NB7+C8 cells + TRAIL, ATPlite viability luminescence; inhibition (viability loss, TRAIL sensitization), % at 10 µM; 360,000 compounds, 1% hits;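 active means compounds causing at least 50% loss of cell viability in the single-dose screen, relative to plate controls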
TROY signal inh: blocks TROY-dependent signaling in reporter cells. 360,000 compounds, 0.98% hits. AID 1347056. inhibition, % at 10 µM. Q293 LMP1-TROYcd NF-kB luciferase reporter, 4 h;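 active means compounds whose plate-normalised and pattern-corrected inhibition of the luciferase reporter signal at the single screening dose is 50% or more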
COUP-TFII inh: NR2F2 (human) inhibition, primary screen; P24468; HEK293T NGFI-A luciferase reporter, luminescence; inhibition, % at 8.6 µM; 370,000 compounds, 0.7% hits; AID 686940;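 active means inhibition above a per-plate cutoff, mean inhibition of test wells between control levels plus 3 SD, cut at about 38% in these data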;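 further: cells cotransfected with COUP-TFII expression vector driving the NGFI-A reporter; 0% = median of COUP-TF2 test wells and 100% = reporter-only cells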
TWEAK-Fn14 inh: TWEAK-Fn14 signaling inhibition. inhibition, % at 10 µM. TWEAK-stimulated Fn14 reporter cells, luciferase luminescence, 8 h. 360,000 compounds, 2% hits; in the data active means inhibition above about 50%
NCOA1 inh: inhibits human SRC1 coactivator; inhibition, % at 3.6 µM; HEK293 GAL4-SRC1 luciferase reporter, luminescence; 360,000 compounds, 0.12% hits; AID 588354;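 active means inhibition above the campaign mean plus 3 SD, with each screening campaign given its own cutoff, cut at about 60% in these data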;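 further: 0% = DMSO treated cells and 100% = gossypol at 36 µM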
Starred values were filed as active, the others as inactive; x = no result given; & = joins results of further samples. The order is random (roughly 4.2% active in at least one column).

SMILES | NCOA2 inhibitor | CF NFkB inh | KKLEB cytotox | SRC3 inh | NR5A2 inv ag | LMP1 NFkB inh | C8 TRAIL sens | TROY signal inh | COUP-TFII inh | TWEAK-Fn14 inh | NCOA1 inh
O=C(Nc1ncccc1O)c1ccc(Cl)c(S(=O)(=O)N2CCCCC2)c1 | 16 | 1 | -7 | 13 | 14 | 3 | -12 | -6 | -11 | 7 | -9
COc1ccc(Cl)cc1NC(=O)CN(C)C(=O)CNC(=O)C12CC3CC(CC(C3)C1)C2 | -17 | 19 | -2 | -7 | 0 | 2 | 11 | -1 | 9 | -3 | -9
O=C(c1cccnc1)N1N=C(c2cccs2)CC1c1ccc(F)cc1 (centres undefined) | -3 | 5 | 2 | 0 | 3 | -2 | 2 | -15 | -13 | -2 | -13
CC1CCC2(CC1)NC(=O)N(CC(=O)NCc1ccco1)C2=O (centres undefined) | -29 | 13 | -14 | -8 | 11 | -3 | 12 | 1 | 6 | 5 | -8
COc1ccc(OCCC(=O)Nc2nccs2)cc1 | 7 | 7 | -5 | 17 | -3 | 0 | 3 | -2 | -13 | 12 | -30
NS(=O)(=O)c1cc(C(=O)OC2CCOC2=O)ccc1Cl (centres undefined) | -11 | 17 | 4 | -4 | 1 | 10 | -5 | 3 | 12 | -15 | 4
CCOC(=O)C1CCN(C2=NC(=O)/C(=C/c3ccc(OC)c(OC)c3)S2)CC1 | 2 | 8 | 5 | -2 | 14 | 0 | -10 | 7 | 8 | -22 | -5
CCOc1ccc(NC(=S)NC(=O)/C=C/c2ccc(OC)c(OC)c2)c([N+](=O)[O-])c1 | -13 | 8 | -2 | -3 | 3 | -6 | 9 | -5 | 6 | -34 | 4
Cc1ccccc1/C(N)=N/OC(=O)c1cccs1 | -31 | -10 | 6 | -8 | -33 | -27 | -11 | -58 | -21 | -23 | -10
O=C(CSc1ccc(F)cc1)NCCc1ccc(Cl)cc1 | 8 | 7 | -1 | 10 | -23 | 8 | -4 | -9 | -12 | 3 | -2
COc1cccc(NC(=O)CSc2nnc3cc(C)nc(N)n23)c1 | -10 | 15 | 5 | 10 | 2 | 9 | -4 | 16 | 2 | -1 | -3
O=C(NN=C1CCN(Cc2ccccc2)CC1)c1cc(Br)ccc1O | -32 | 2 | 0 | 2 | -11 | -3 | -2 | -25 | -7 | -21 | -5
CN(C(=O)CC1C(=O)NCCN1Cc1ccc(F)c(F)c1)C1CCOCC1 (centres undefined) | -2 | -4 | 2 | -2 | 14 | -4 | -2 | 10 | 3 | 5 | 8
CCCCc1ccc(/C(C)=N/NC(=O)C2CCCC2)cc1 | 8 | 15 | -6 | 9 | -6 | -5 | -5 | -26 | -11 | -36 | -12
COc1cccc(C(O)c2nc(-c3ccc(F)cc3OC)cs2)c1 (centres undefined) | 0 | 2 | 0 | -7 | 8 | x | -10 | -5 | -23 | -3 | 14
O=C(COC(=O)CNC(=O)c1ccccc1)NC1CCCC1 | 15 | 17 | -5 | -27 | -3 | 4 | -2 | 1 | -24 | 2 | -1
CSC1=NCCN1C(=O)c1c(F)cccc1F | -10 | 11 | -6 | -14 | 4 | -2 | -12 | -13 | -3 | 14 | 6
NC(=S)N=Nc1c(O)cc(O)c2[nH]c(=O)ccc12 | 5 | -28 | 25 | -7 | 48 | 6 | -5 | 14 | -3 | 8 | -4
CN1CCN(Cc2nc3c(c(=O)[nH]c(=O)n3C)n2CCc2ccccc2)CC1 | 3 | 1 | -13 | 0 | -7 | -16 | -6 | 6 | 0 | -10 | 6
NC(=O)c1ccccc1N=Cc1ccc2ccccc2c1 | -40 | 14 | -9 | -30 | -63 | -18 | 42 | -48 | -36 | -15 | -56
S=C(CN1CCCC1=S)NCCc1ccccc1 | 11 | -6 | 2 | 22 | -2 | -1 | -9 | 13 | -5 | 0 | 9
CN(CC(=O)Nc1cccc(F)c1)C(=O)c1ccccc1CCc1ccccc1 | 8 | 5 | -9 | -2 | 6 | -9 | 17 | 4 | 29 | 0 | -1
COc1cc(NC2=CC(=O)CC(C)(C)C2)cc(OC)c1OC | -2 | -18 | 12 | 2 | 8 | 14 | -13 | 0 | -34 | -1 | -20
O=C(O)COc1ccccc1/C=N/NC(=O)c1cc(-c2ccc(Cl)cc2)nc2ccccc12 | 2 | 1 | -1 | 6 | -8 | 1 | 4 | 0 | -9 | -30 | -33
Cn1c(SCC(=O)NC(=O)Cc2ccccc2)nnc1-c1ccc(F)cc1 | 8 | -5 | 9 | 3 | -4 | 0 | -8 | -1 | 9 | 15 | -11
The listing continues.
SMILES | NCOA2 inhibitor | CF NFkB inh | KKLEB cytotox | SRC3 inh | NR5A2 inv ag | LMP1 NFkB inh | C8 TRAIL sens | TROY signal inh | COUP-TFII inh | TWEAK-Fn14 inh | NCOA1 inh
COc1ccc(OC)c(NC(=O)Nc2nc(CN)cs2)c1 | -8 | -14 | 5 | 3 | -6 | x | 3 | -17 | 1 | 2 | -2
COc1cc(OC)cc(C(=O)N/N=C(\C)CC(=O)Nc2ccccn2)c1 | 0 | 3 | 1 | 13 | 28 | -10 | 12 | 8 | -12 | -4 | -5
CCC(Sc1nccn1C)C(=O)Nc1ccc(Cl)cn1 (centres undefined) | -4 | 10 | -3 | -3 | 21 | -2 | 1 | 7 | 18 | -17 | -19
Cn1cc(CN(Cc2ccccn2)C[C@@H]2CCC(=O)N2)c(-c2ccccc2F)n1 | 0 | 9 | -30 | 17 | 6 | -3 | -5 | -7 | 0 | -5 | 10
Cc1ccc(NC(=O)CCS(=O)(=O)c2ccc3nc(C)sc3c2)cc1 | -6 | -13 | 11 | -4 | 4 | 1 | 0 | -2 | 0 | 10 | -16
COC(=O)c1ccccc1N=Nc1c(N)[nH][nH]c1=O | 11 | 7 | -16 | 13 | 16 | 4 | -2 | 2 | 14 | -7 | -8
NC(=O)Cn1c(S(=O)(=O)Cc2ccccc2)nc2ccccc21 | 0 | 0 | -11 | 7 | 1 | -12 | -4 | 6 | -3 | -9 | -2
COC(=O)c1cc(C(=O)OCC(=O)NCc2cccs2)cc([N+](=O)[O-])c1 | -3 | -20 | 14 | 0 | 8 | -7 | 4 | 0 | -6 | -4 | 8
N#Cc1c2c(c(NCCOCCO)n3c1nc1ccccc13)CCCC2 | 1 | -15 | 1 | 5 | 42 | -5 | -2 | 5 | -4 | 8 | -3
Cc1ccc(C)c(NC(=O)CCNS(=O)(=O)c2ccc3[nH]c(=O)oc3c2)c1 | 2&-4 | 2 | 9 | 6 | 6 | x | -4 | 3 | -4&8 | -4 | 3
O=C(CSCc1ccccc1)N1CCN(C(=O)c2ccco2)CC1 | -33 | -7 | 6 | 6 | -5 | 6 | -5 | -25 | -3 | -7 | -10
COc1ccccc1N1CCN(C2CCCC(C)C2)CC1 (centres undefined) | 13 | 3 | 2 | 16 | 3 | -2 | -2 | -20 | -11 | 1 | -11
O=C1c2cccc([N+](=O)[O-])c2C(=O)N1c1cccnc1 | -16 | 10 | 8 | 12 | 3 | -1 | -3 | -4 | -10 | -22 | 9
C[C@H]1CN([C@@H](C)CO)C(=O)c2cc(Br)cnc2O[C@@H]1CN(C)C(=O)C1CCC1 | -12 | 8 | 3 | -15 | 1 | 3 | 8 | -9 | 13 | 1 | -10
Cc1cc(C)cc(CC(=O)N2CCC2(C)C(=O)NS(=O)(=O)c2ccc(C(C)(C)C)cc2)c1 (centres undefined) | 1 | -6 | 0 | -10 | -3 | x | -2 | 6 | 3 | 2 | -4
O=C(NC1CCCC1)C(c1ccccc1)N(C(=O)c1ccno1)c1cccnc1 (centres undefined) | -1 | 3 | -1 | 8 | -7 | -12 | -12 | 13 | -11 | 0 | -3
COc1ccccc1C(=O)Nc1cccc(S(=O)(=O)N2CCCC2)c1 | -27 | -2 | 5 | 11 | -21 | 0 | 10 | 7 | 0 | -2 | 1
CCCCC(C(=O)NC1CCCC1)N(C(=O)c1snc(C(N)=O)c1N)c1ccc(OCC)cc1 (centres undefined) | -9 | 15 | -3 | -9 | -10 | -12 | 2 | 5 | 17 | 34 | -7
CCC(C)NS(=O)(=O)c1cc2c3c(c1)CCC(=O)N3CCC2 (centres undefined) | 6 | -1 | -6 | 17 | 14 | -10 | -11 | -31 | -6 | 6 | 4
Cn1c(=O)c2[nH]c(CCCCCc3nc4ccccc4[nH]3)nc2n(C)c1=O | 4 | -12 | 18 | -16 | 7 | x | 8 | -7 | -4 | -24 | -25
Cc1cc(C)cc(OCC(=O)OCc2cc([N+](=O)[O-])cc3c2OCOC3)c1 | 13 | 18 | -12 | 6 | 0 | 0 | -18 | -3 | 4 | -4 | 8
CCCCSC1(SCCCC)N=C(N)C2(C#N)C(c3ccccc3)NC(C)=CC12C#N (centres undefined) | -12 | -1 | 32 | 13 | -3 | 3 | -17 | -2 | -3 | 1 | -5
CCc1ccc2cc(C)cnc2n1 | 11 | -5 | 3 | -16 | 6 | x | -14 | 2 | -16 | 2 | -34
CCOC(=O)c1sc(NC(=O)c2ccccc2)cc1C | -61 | -20 | -7 | -63 | -117 | -27 | 50* | -54 | -39 | 10 | -94
Cc1ccc2ncnc(NCCC(=O)O)c2c1 | -25 | -3 | 0 | 11 | 17 | 6 | 11 | -1 | 1 | 12 | -3

Three neighbouring entries out of the list so far:
SMILES | NCOA2 inhibitor | CF NFkB inh | KKLEB cytotox | SRC3 inh | NR5A2 inv ag | LMP1 NFkB inh | C8 TRAIL sens | TROY signal inh | COUP-TFII inh | TWEAK-Fn14 inh | NCOA1 inh
CCc1ccc2cc(C)cnc2n1 | 11 | -5 | 3 | -16 | 6 | x | -14 | 2 | -16 | 2 | -34
CCOC(=O)c1sc(NC(=O)c2ccccc2)cc1C | -61 | -20 | -7 | -63 | -117 | -27 | 50* | -54 | -39 | 10 | -94
Cc1ccc2ncnc(NCCC(=O)O)c2c1 | -25 | -3 | 0 | 11 | 17 | 6 | 11 | -1 | 1 | 12 | -3

The listing continues:
SMILES | NCOA2 inhibitor | CF NFkB inh | KKLEB cytotox | SRC3 inh | NR5A2 inv ag | LMP1 NFkB inh | C8 TRAIL sens | TROY signal inh | COUP-TFII inh | TWEAK-Fn14 inh | NCOA1 inh
CC1CN(S(=O)(=O)c2ccc(F)cc2)C(C)N1C(=O)N1CCOCC1 (centres undefined) | -10 | -23 | -5 | 2 | 12 | -11 | -11 | 3 | 2 | 6 | 10
O=C(C[n+]1ccccc1)N/N=C/c1ccccc1Cl | -4 | -4 | -1 | -2 | -2 | -4 | -4 | 5 | 1 | 11 | -2
O=C(Nc1cccc(Cl)c1)c1csc(COCCO)n1 | -49 | 1 | -8 | -52 | -45 | x | 2 | -40 | -23 | 4 | -94
CCCCNS(=O)(=O)c1ccc2nc(SCC(=O)Nc3ccccc3Cl)[nH]c2c1 | -20 | -8 | -7 | 13 | 13 | 0 | -5 | 10 | 13 | 34 | -4
O=C1[C@H](Cc2ccccc2)NCCCC[C@H](c2ccc(Cl)cc2)N1Cc1ccccc1 | -12 | 59* | -38 | 2 | -12 | 10 | 32 | 9 | -6 | -6 | 15
NC(=O)c1sc2nc(N3CCOCC3)c3c(c2c1N)CCCC3 | -12 | 25 | -4 | 17 | 7 | 9 | -9 | -6 | -2 | -8 | -1
